Assay outcomes as filed in PubChem BioAssay.
Hsp70 inhibitors: small molecules displacing fluorescent ligand from Hsp70 – biochemical, fluorescence polarization, primary screen (AID 583); Hsp70 fluorescence polarization probe displacement, mP; higher % means a stronger effect; displacement, % at 20 µM; hits with a dose series show IC50 in µM; actives 0.06% (n = 140,000); in the data active means displacement above about 50%;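 further: plate controls were vehicle for no effect and reference ligand for full effect; a part of the inactive calls stands beside numbers as strong as those of hits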
MKP-3 inhibition: MKP-3 phosphatase inhibitors, primary screen, biochemical, rat enzyme, in vitro (AID 425). recombinant MKP-3 phosphatase activity, fluorescence; higher % means a stronger effect. one-dose inhibition, % at 20 µM; IC50 in µM for titrated hits. actives 0.17% (n = 110,000); in the data active means inhibition above about 50%;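 further: plate controls were vehicle for no effect and reference inhibitor for full effect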
* = called active by the depositor; / = not tested or not shown; & = joins results of further samples. Some of the compounds tested; count on the stated rates, not on these rows.

Sample of the layout, three compounds:
Fields – Hsp70 inhibitors | MKP-3 inhibition
- CCn1c(SCC(=O)Nc2ccc3c(c2)OCCO3)nnc1-c1ccccn1
→ 1.0% | -6%
- COc1ccc(N2C(=O)NC(=O)/C(=C\C=C\c3ccccc3[N+](=O)[O-])C2=O)cc1
→ 1.9% | 5%
- CC(NCCc1ccc(O)cc1)C(O)c1ccc(O)cc1 (stereo not given)
→ 3.9% | 1%

The listing, previewed entries included:
Fields – Hsp70 inhibitors | MKP-3 inhibition
- CCn1c(SCC(=O)Nc2ccc3c(c2)OCCO3)nnc1-c1ccccn1
→ 1.0% | -6%
- COc1ccc(N2C(=O)NC(=O)/C(=C\C=C\c3ccccc3[N+](=O)[O-])C2=O)cc1
→ 1.9% | 5%
- CC(NCCc1ccc(O)cc1)C(O)c1ccc(O)cc1 (stereo not given)
→ 3.9% | 1%
- COc1cc(C(=O)Oc2cc(C)cc(C)c2)cc(OC)c1OC
→ 1.0% | /
- Cc1ccc2cc(C)c(N3CCN(c4ccccn4)CC3)nc2c1
→ 6.4% | -4%
- Cc1nccn1-c1ncnc2sc3c(c12)CCCC3
→ 2.5% | -6%
- CC(=O)c1c(C)nn(C(=O)c2cccs2)c1C
→ -1.7% | -4%
- Cc1ccc(N2C(=O)c3ccc(C(=O)Nc4cccnc4)cc3C2=O)c(C)c1
→ 2.7% | /
- Cc1cc(C)n(S(=O)(=O)c2cc(Cl)ccc2Cl)n1
→ 1.3% | 4%
- C=C(C)C1CC=C(C)/C(=N/NC(=O)COc2cccc(C)c2)C1 (stereo not given)
→ -3.8% | /
- CC(C)N1CC=C2C(C#N)=C(N)C(C#N)(C#N)C(c3ccccc3)C2C1 (stereo not given)
→ 67% | 0%
- CC(C)CN(C(=O)COC(=O)CCc1c[nH]c2ccccc12)C1CCS(=O)(=O)C1 (stereo not given)
→ 7.0% | -2%
- COc1cc2c(cc1OC)CN(CC(=O)Nc1ccccc1C#N)CC2
→ 4.1% | /
- Cc1nnc2n(-c3ccc(Cl)cc3)c(=O)c3c4c(sc3n12)CN(C)CC4
→ / | -9%
- CN(C)CCNC(=O)C12CC3CCC(CC(C3)C1)C2
→ -1.5% | -1%
- O=C(NN1C(=O)c2ccccc2C1=O)c1ccc(O)cc1
→ -0.8% | 0%
- O=c1[nH]c(SCc2ccccc2Cl)nc2c1cnn2-c1ccccc1
→ 3.8% | -4%
- Cc1ccc(NC(=O)c2ccc([N+](=O)[O-])o2)cc1C
→ -2.0% | -2%
- O=C(Nc1ccncc1)c1ccc(C(=O)Nc2ccncc2)cc1
→ 0.3% | 1%
- CCOc1ccccc1C(=O)Nc1cccc(OC)c1
→ 2.9% | -1%
- O=C1NCCN1Cc1cccc(Cl)c1
→ 3.6% | 0%
- CN(C)c1cnn(-c2ccccc2)c(=O)c1N
→ -2.0% | 2%
- C=CCOC(=O)C1=C(C)NC(C)=C(C(=O)OCC=C)C1c1ccc(O)cc1
→ -2.6%&-0.4% | -10%&3%
- COc1cc(S(=O)(=O)N2CCN(C(=O)c3ccccc3F)CC2)c(OC)cc1NC(C)=O
→ 4.1% | 1%
- CCc1cc(C)cc(OCCOc2ccc(C=C3C(=O)NC(=O)NC3=O)cc2)c1
→ -9.2% | 6%
- COc1ccc(/C=C/c2ccc3ccccc3n2)cc1
→ -3.3% | 2%
- Cc1c(CCNC(=O)Nc2ccccc2)c2ccccc2n1Cc1ccccc1
→ 6.8% | 1%
- CC(C)N1C(=O)CC(Nc2ccc(N3CCOCC3)cc2)C1=O (stereo not given)
→ 0.7% | /
- O=C(O)c1cccc(-c2ccc(/C=C/c3cc(C(F)(F)F)[nH]c(=O)n3)o2)c1
→ -78% | 2%
- CCOC(=O)c1c(C)[nH]c(C)c1C(=O)CSc1nnc(-c2ccncc2)n1Cc1ccccc1
→ -1.0% | /
- Cc1nc2ccccn2c1/C(O)=C1\C(=O)C(=O)N(CCN2CCOCC2)C1c1cccs1 (stereo not given)
→ -1.8% | -9%
- CCN1CCN(C(c2cccs2)C(C)NC(=O)c2cccc(OC)c2OC)CC1 (stereo not given)
→ 1.1% | 4%
- N/C(COc1ccc(C(=O)O)cc1)=N\O
→ -3.8% | -1%
- O=C(NC1CCN(Cc2ccccc2)CC1)C1CCN(S(=O)(=O)c2cccc3nsnc23)CC1
→ -2.3% | -2%
- COc1ccc(OCCCc2c(C)n[nH]c2C)cc1
→ 0.8% | /
- COCCNC(=O)c1ccc(N2CCCCC2)c(NS(=O)(=O)c2ccc(C)cc2)c1
→ -0.5% | -7%
- O=C1CC(c2cccs2)CC2=C1C(c1ccsc1)Nc1ccccc1N2 (stereo not given)
→ 1.5% | 0%
- COc1ccc(NC(=O)CSc2nccn2-c2cccc(OC)c2)cc1
→ -2.6% | -22%
- O=C(COC(=O)c1ccc(=O)n(Cc2ccccc2)n1)Nc1ccc2c(c1)OCCO2
→ -0.5% | -2%
- O=C(c1ccco1)N(Cc1ccccc1)c1cccc([N+](=O)[O-])c1
→ 0.2% | 6%
- COc1cc2c(cc1OC)C(=C(Cl)Cl)NC(C)(C)C2
→ -2.5% | 4%
- CCOC(=O)c1nc(S(C)(=O)=O)ncc1N1CCOCC1
→ 2.4% | -6%
- C=CC(=C)CC(NC)c1ccccc1 (stereo not given)
→ / | 2%
- CCc1ccccc1N(C)C(=O)CCc1nc(-c2ccc(C)cc2)no1
→ 6.1% | 10%
- CC1=C(C(=O)OC(C)C)C(c2cccs2)C2=C(CC(c3ccccc3)CC2=O)N1 (stereo not given)
→ -6.4% | 5%
- O=C(CC1Sc2ccc(C(F)(F)F)cc2NC1=O)Nc1cccc(C(F)(F)F)c1 (stereo not given)
→ -0.8% | 4%
- CS(=O)(=O)N1CCN(c2ccc([N+](=O)[O-])c(N3CCOCC3)c2)CC1
→ 3.5% | 1%
- Cc1ccc(-n2c(=O)c3c4c(sc3n3cnnc23)COC(C)(C)C4)cc1
→ -2.5% | 3%
- O=C(NCc1ccco1)c1c[nH]c2ccc(S(=O)(=O)N3CCOCC3)cc2c1=O
→ 3.7% | -13%
- Cc1ccc(C(=O)/C=C/Nc2ccccc2C(N)=O)o1
→ -0.3% | -5%
- CCC(=O)NC(=Nc1nc(OC)c2cc(C)ccc2n1)NC(=O)CC
→ -0.3% | 0%
- COc1ccc(OCC(=O)Nc2ccc(NC(=O)c3ccccc3)cc2)cc1
→ -3.6% | 0%
- O=C(NCc1ccco1)C1CCCCN1S(=O)(=O)c1ccc(F)cc1 (stereo not given)
→ 4.4% | 1%
- CC1=CC(=O)C=CC1(C)C(Cl)Cl (stereo not given)
→ 0.3% | /
- O=C(c1ccco1)c1cc2c(ccc3ccccc32)oc1=O
→ -1.8% | /
- COC(=O)c1ccc2nc(C(F)(F)F)[nH]c2c1
→ 4.7% | 4%
- Cc1cc(NC(=O)C2CCCCC2)nc2c1c(=O)oc1ccccc12
→ / | -2%
- Cc1onc(-c2c(F)cccc2Cl)c1C(=O)NCc1ccc(Cl)cc1
→ -0.8% | -3%
- C#CCSc1nc2sc3c(c2c(=O)n1CC=C)CCCC3
→ -5.5% | 3%
- COc1ccc(NC(=O)CSc2nnc(-c3cccs3)n2C)cc1OC
→ -2.9% | -6%

New compounds follow.
Fields – Hsp70 inhibitors | MKP-3 inhibition
- CCOc1ccccc1NS(=O)(=O)c1cc(Cl)ccc1Cl
→ 2.1% | -3%
- COCCCN1C(=O)c2ccc3c4c(ccc(c24)C1=O)CC3
→ / | 1%
- COc1cc(=O)n(C)c2ccccc12
→ 4.2% | /
- COc1ccc(C(=O)c2ccc(OC)c(OC)c2)cc1
→ 1.9% | /
- O=C(Nc1ccccc1-c1ccccc1)c1ccc(F)cc1
→ -2.0% | 0%
- COCCOC(=O)C1=C(C)NC(=O)CC1c1cccc(Cl)c1 (stereo not given)
→ 2.5% | 4%
- C/C(=N\NC(=O)Cc1ccc(Cl)cc1)c1ccc(Cl)s1
→ 0.6% | 0%
- O=C(Nc1cccc2ccccc12)N1CCN(c2ccccc2)CC1
→ -2.3% | -2%
- CCOC(=O)N1CCN(S(=O)(=O)c2ccc(OC)c(Cl)c2Cl)CC1
→ / | -20%
- CCN(CC(=O)Nc1ccccc1Br)Cc1nc2ccccc2c(=O)[nH]1
→ 7.2% | /
- COc1ccc(-c2nc(C(N)=O)c3[nH]c(=O)n(-c4cccc(C)c4)c3n2)c(OC)c1
→ 1.7% | -2%
- COCCNC(=O)C(c1ccncc1)N(C(=O)Cn1nnc2ccccc21)c1ccc(OC)cc1 (stereo not given)
→ -2.3% | 4%
- O=C(C1=C(O)C(=O)N(CCN2CCOCC2)C1c1cccs1)c1cc2ccccc2o1 (stereo not given)
→ 7.5% | -2%
- CN(CC(=O)NCc1ccncc1)S(=O)(=O)c1ccc(F)cc1
→ -0.9% | /
- CC(c1nnc(Sc2nnnn2-c2ccccc2)n1-c1ccc(F)cc1)N(C)C (stereo not given)
→ -0.5% | -6%
- Cc1sc2ncnc(OCC(=O)N3CCN(S(=O)(=O)c4ccccc4)CC3)c2c1C
→ -0.3% | 4%
- O=C(O)c1cccc(Nc2ncnc3ccccc23)c1
→ -3.4% | -9%
- CC1CCCN(S(=O)(=O)c2cccc(-c3cn4cccnc4n3)c2)C1 (stereo not given)
→ -3.4% | -3%
- O=C(Nc1ccccc1C(F)(F)F)C12CC3CC(CC(C3)C1)C2
→ -0.5% | 0%
- COc1nccnc1NS(=O)(=O)c1ccc(N=Cc2c(C)[nH]n(-c3ccc(C)c(C)c3)c2=O)cc1
→ -1.4% | -1%
- O=C(Oc1ccc(-c2nc3ccccc3[nH]2)cc1)c1ccc(Cl)cc1
→ 1.2% | 2%
- Cc1cc(N2C(=O)C(=O)/C(=C(/O)c3ccc(F)cc3)C2c2cccc(Br)c2)no1 (stereo not given)
→ 7.4% | 11%
- COc1cc(/C=c2\sc3nc4ccccc4n3c2=O)cc(I)c1OCCOc1cccc(C)c1
→ 0.1% | -10%
- O=S(=O)(Nc1ncnc2c1oc1ccccc12)c1ccc(Cl)s1
→ 7.1% | -12%
- COc1ccc2nc(C)c(CCC(C)=O)c(Cl)c2c1
→ -2.4% | 0%
- CC(C)C(=O)Nc1sc2c(c1-c1nc3ccccc3[nH]1)CCCC2
→ -0.1% | /
- COc1cccc(/C=N\NC(=O)CN2CCN(Cc3ccccc3)CC2)c1O
→ -1.2% | 3%
- Cn1c(C(=O)N2CCN(c3ccc(Cl)cc3)CC2)cc2c(=O)n(C)c3ccccc3c21
→ 4.0% | -11%
- CCOc1ccccc1C(=O)N1CCN=C1SCc1cccnc1
→ 0.8% | 3%
- CCCC1CC(C)(c2csc(Nc3ccc(OCC)cc3)n2)OC1=O (stereo not given)
→ 2.5% | /
- Cc1cc(C(=O)Cn2nnc3ccccc3c2=O)c(C)n1Cc1cccs1
→ -1.9% | -19%
- Cc1cccc(-n2ccnc2SCC(=O)Nc2nccs2)c1C
→ -2.6% | 4%
- CCc1cc(=O)oc2cc(OCC(=O)N3CCCc4ccccc43)ccc12
→ 8.0% | -5%
- O=C(NCc1ccc2c(c1)OCO2)c1ccc(COc2cc(Cl)ccc2Cl)o1
→ -1.1% | /
- Cc1ccc(C)c(SCC(=O)OCC(=O)c2ccco2)c1
→ 8.5% | 3%
- CC1CCCCN1S(=O)(=O)c1ccc(S(=O)(=O)N(Cc2ccccc2)Cc2ccco2)cc1 (stereo not given)
→ -5.4% | /
- CCn1c(SCC(=O)NCc2ccc3c(c2)OCO3)nnc1-c1c[nH]c2ccccc12
→ 0.3% | /
- CC(CC(=O)Nc1nc2ccccc2[nH]1)c1ccccc1 (stereo not given)
→ 5.7% | /
- COc1ccc(CNc2oc(C)nc2C#N)cc1
→ 0.4% | -5%
- Cn1c(=N)n(CC(O)c2ccco2)c2ccccc21 (stereo not given)
→ 3.0% | -2%
- COc1cc(C(=O)N2CCC(Cc3ccccc3)CC2)cc(OC)c1OC
→ -0.3% | -4%
- N/C(=N\OC(=O)c1ccco1)c1ccccc1
→ -2.9% | /
- c1ccc(CCSc2ncnc3nc[nH]c23)cc1
→ 2.1% | -2%
- Cc1ccc(-c2cc(NC(=O)c3ccc(Cl)cc3)n[nH]2)cc1
→ 0.3% | 3%
- O=C(O)CCC(=O)N1N=C(c2ccc(Br)cc2)CC1c1ccc(Br)cc1 (stereo not given)
→ -0.5% | 4%
- O=C(CSc1nnc(Cc2cccs2)n1-c1ccccc1)NCc1ccc2c(c1)OCO2
→ 0.8% | -6%
- Cc1cc(N2C(=O)C3C4C=CC(C4)C3C2=O)ccc1Br (stereo not given)
→ -1.1% | -8%
- Nc1cc(=O)[nH]c(=O)n1Cc1ccco1
→ 0.6% | -5%
- CN1C(=O)CC(N2CCN(C(c3ccccc3)c3ccccc3)CC2)C1=O (stereo not given)
→ -3.3% | 5%
- CCOC(=O)N1CCN(Cc2nc3c(c(=O)n(C)c(=O)n3C)n2Cc2ccccc2C)CC1
→ 5.1% | -2%
- O=C(CNC(=O)c1cccs1)NC1=NCCS1
→ -4.7% | -4%
- COc1ccc(OC)c(N2C(=O)C3C4C=CC(CC4)C3C2=O)c1 (stereo not given)
→ -2.5% | 3%

3 compounds picked at random from the list so far:
Fields – Hsp70 inhibitors | MKP-3 inhibition
- O=C(CNC(=O)c1cccs1)NC1=NCCS1
→ -4.7% | -4%
- CN1C(=O)CC(N2CCN(C(c3ccccc3)c3ccccc3)CC2)C1=O (stereo not given)
→ -3.3% | 5%
- Cc1cc(N2C(=O)C3C4C=CC(C4)C3C2=O)ccc1Br (stereo not given)
→ -1.1% | -8%

Some of the entries above, reformatted:
Hsp70 inhibitors,MKP-3 inhibition,SMILES
1.1%,4%,CCN1CCN(C(c2cccs2)C(C)NC(=O)c2cccc(OC)c2OC)CC1 (stereo not given)
-2.5%,4%,COc1cc2c(cc1OC)C(=C(Cl)Cl)NC(C)(C)C2
1.0%,/,COc1cc(C(=O)Oc2cc(C)cc(C)c2)cc(OC)c1OC
-3.8%,/,C=C(C)C1CC=C(C)/C(=N/NC(=O)COc2cccc(C)c2)C1 (stereo not given)
